Screening results from PubChem BioAssay.
TCR act: T cell receptor activation | primary human leukocytes, anti-CD3, IL-2 HTRF, 48 h | 330,000 tested, under 10 active | Potency, µM (titrated, usually from 9.22 µM), without a hit: top-dose activation of IL-2 secretion, most hits filed as activators; further: % of control where 0% means no effect
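IL-2 release read by HTRF sandwich (Eu cryptate donor, d2 acceptor, 665 nm emission) after 48 hr exposure of primary human leukocytes to compound together with anti-CD3 beads in the absence of co-stimulatory signals.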
AT treatment: potential ataxia-telangiectasia treatments restoring KAP-1 phosphorylation; Potency, µM (titrated, usually from 57.5 µM), inactives show at the highest dose activation, actives largely listed as activators; actives 0.19% (n = 320,000); […] A-T fibroblasts, KAP-1 phosphorylation AlphaLISA; neocarzinostatin DNA damage 30 min before lysis; further: potency means the concentration at half of the fitted maximal effect; % of control where 0% means no effect; nearly all actives have a fitted effect of over 45% in size
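ATM-like activity read as KAP-1 phosphorylation via AlphaLISA donor/acceptor antibody pairs after lysis and 6 hr at 25C. Cells were ATM-null patient fibroblasts ([…], hTERT), dosed 60 min, then exposed to the DSB inducer NCS for 30 min.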
ASM inhibitor: human S-ASM enzyme inhibition; P17405; placental ASM, HMU-PC fluorogenic substrate, 60 min; Potency, µM (top dose mostly 57.5 µM), without a hit: top-dose activity change, negative = inhibition, most hits filed as inhibitors; actives 0.006% (n = 340,000); further: potency means the concentration at half of the fitted maximal effect
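Human placenta-derived ASM enzyme was preincubated with compound for 10 minutes at room temperature, then given fluorogenic substrate HMU-PC0 (9 uM final) for 60 minutes at 37 °C; a pH 10 stop preceded fluorescence reading at Ex 386/Em 447 nm.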
PTAP TSG101 blk: blocks PTAP/TSG101 interaction to inhibit HIV-1 budding. Potency, µM (titrated, usually from 115 µM), inactives show at the highest dose activity change, negative = inhibition, usual class: inhibitors. AID 493005. Fluorescence polarization, FITC-PTAP peptide / Tsg101 binding. 340,000 tested, under 10 active; active means well fitted inhibition curve with a large enough effect in the main read-out, with a control signal flat, not every such curve was filed as active; inconclusive means small, poorly fitted or top-dose-only effect, or effect the other way, or a change in a side signal; inactive means no such curve, though single readings can be large or run the other way; further: potency means the concentration at half of the fitted maximal effect; % of control where 0% means no effect
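FP read-out: FITC-PTAP peptide, 50 nM final, binding Tsg101 binding domain, 10 uM final; 20 min, r.t.; 10 mM HEPES pH 7.5, 0.15 M NaCl, 0.01% Tween 20, 3 mM EDTA, 0.1 mM TCEP.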
Chronic BCR inh: inhibitors of chronic active B-cell receptor signaling; ABC-DLBCL IkBa-CBG/CBR reporter, luminescence ratio, 4 h; Potency, µM (doses to about 46.1 µM), for inactives: at the top dose ratio change, negative = lower green/red ratio, most hits filed as inhibitors; actives 0.05% (n = 340,000); active means well fitted inhibition curve with a large enough effect in the signal ratio, with a control signal flat, not every such curve was filed as active; inconclusive means small, poorly fitted or top-dose-only effect, or effect the other way, or a change in a side signal; the % refers to the signal ratio;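 further: potency means the concentration at half of the fitted maximal effect; plate controls were basal doxycycline-induced cells for no effect and cells given 10 µM MG132 for full effect; MG132 reads +100%, hits lower the ratio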
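Concentration-response series (up to 46 uM) were applied to TMD8 dual-reporter cells for 4 h at 37C with doxycycline. Green/red ratio, after filter-overlap correction, defined %Activity; red signal alone was normalised to basal cells and zero luminescence.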
Tb PFK inh: inhibitors of T. brucei phosphofructokinase; actives 0.17% (n = 330,000); T. brucei PFK, ADP-Glo luminescence; O15648; AID 485367; Potency, µM (titrated, usually from 57.5 µM), for the others: at the highest dose activity, negative = inhibition, hits mostly inhibitors;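 further: potency means the concentration at half of the fitted maximal effect; 0% = uninhibited 1x PFK enzyme wells and -100% = no-enzyme wells; nearly all actives have a fitted effect of over 60% in size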
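1.25 nM PFK with 0.5 mM F6P and 0.1 mM ATP in 0.1 M TEA pH 8.0, 5 mM MgCl2, incubated 45 min at room temperature; ADP measured by ADP-Glo luminescence; compounds titrated up to 57 uM.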
TSHR antagonist: antagonists of human thyroid stimulating hormone receptor | TSHR-expressing cells, TSH-stimulated cAMP HTRF, 2 h; stronger effect = lower value | activity change, negative = inhibition, % at 11.5 µM | actives 0.2% (n = 330,000);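 active means activity change below a set negative limit, meaning inhibition stronger than a set level, cut at about -70% in these data; inconclusive means activity change between two set negative limits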; further: on the % scale 0 is the no-effect control and ±100 the full control effect
Target sequence (P16473 whole entry, looked up): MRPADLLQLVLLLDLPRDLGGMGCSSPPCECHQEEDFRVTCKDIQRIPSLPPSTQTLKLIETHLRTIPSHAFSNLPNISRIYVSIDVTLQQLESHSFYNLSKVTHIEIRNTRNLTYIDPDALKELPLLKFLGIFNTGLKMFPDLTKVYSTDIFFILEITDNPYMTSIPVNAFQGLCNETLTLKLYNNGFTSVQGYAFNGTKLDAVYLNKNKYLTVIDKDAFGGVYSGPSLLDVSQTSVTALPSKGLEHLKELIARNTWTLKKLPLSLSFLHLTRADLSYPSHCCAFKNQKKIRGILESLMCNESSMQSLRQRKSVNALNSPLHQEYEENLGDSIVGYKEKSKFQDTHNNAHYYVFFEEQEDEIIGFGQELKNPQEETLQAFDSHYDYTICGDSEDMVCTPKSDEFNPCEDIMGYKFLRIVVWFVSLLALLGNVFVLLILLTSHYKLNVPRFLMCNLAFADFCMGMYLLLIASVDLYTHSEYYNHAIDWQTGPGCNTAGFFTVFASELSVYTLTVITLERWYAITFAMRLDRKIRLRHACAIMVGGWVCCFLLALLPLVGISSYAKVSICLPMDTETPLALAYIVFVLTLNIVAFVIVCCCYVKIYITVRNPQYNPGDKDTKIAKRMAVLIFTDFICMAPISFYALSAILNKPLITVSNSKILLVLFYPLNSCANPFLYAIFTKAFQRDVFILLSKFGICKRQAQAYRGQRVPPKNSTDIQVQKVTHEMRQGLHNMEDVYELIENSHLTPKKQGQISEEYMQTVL
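Antagonism was scored as loss of TSH-driven cAMP in TSHR cells, stimulated with 4nM TSH (EC80) for 2 hours at 37 deg C and detected by homogeneous HTRF competition immunoassay.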
ELG1 repair inh: blocks ELG1-dependent DNA repair in HEK293T cells | actives 2.3% (n = 330,000) | Potency, µM (top dose mostly 46.1 µM), without a hit: top-dose activity change, negative = inhibition, hits mostly inhibitors | HEK293T ELG1-luciferase reporter, luminescence, 16 h; DNA damage induced by 5-fluorouridine; further: potency means the concentration at half of the fitted maximal effect; on the % scale 0 is the no-effect control and ±100 the full control effect; nearly all actives have a fitted effect of over 55% in size
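5-Fluorouridine DNA damage + compound/DMSO, 2,000 cells/well, 16 h, 37 °C/5% CO2. ONE-Glo, 30 min RT, luminescence. Readout = decrease in reporter signal.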
Eya2 phos inh: inhibitors of human Eya2 phosphatase activity; recombinant Eya2, OMFP fluorescence dephosphorylation (OMFP is methylfluorescein phosphate); Potency, µM (series often up to 76.9 µM), inactives show at the highest dose activity, negative = inhibition, actives largely listed as inhibitors; actives 0.006% (n = 330,000); further: potency means the concentration at half of the fitted maximal effect; on the % scale 0 is the no-effect control and ±100 the full control effect
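Eya2 protein (added as 0.2 uM solution) was preincubated with compound for 10 min at ambient temperature in 50 mM HEPES pH 7.5, 50 mM NaCl, 5 uM MgCl2, 0.05% BSA, 1 mM DTT. OMFP (added at 50 uM) then reacted 10 min; fluorescence read at 485/525 nm.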
Mito fusion yeast: mitochondrial division inhibition or fusion activation | actives 0.23% (n = 320,000) | AID 485298 | Potency, µM (doses to about 46.1 µM), for inactives: at the highest dose growth rescue (activation), most hits filed as activators | S. cerevisiae fusion-defective mutant growth rescue, CellTiterGlo 48 h;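 further: potency means the concentration at half of the fitted maximal effect; % of control where 0% means no effect; nearly all actives have a fitted effect of over 45% in size; temperature-sensitive fusion mutants such as fzo1-1 at 37 °C on non-fermentable ethanol glycerol medium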
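Yeast fusion mutant, YPEG (non-fermentable carbon), compound, 48 h at 37C non-permissive; CellTiterGlo added, 10 min RT, luminescence read. Rescued growth = division inhibition.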
Integrin act MD: activators of alpha7 integrin expression for muscular dystrophy. alpha7betagal myoblasts, beta-gal FDG fluorescence, 48 h. Potency, µM (titrated, usually from 38.3 µM), without a hit: at the highest dose activation, usual class: activators. actives 0.064% (n = 350,000). AID 624291;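 further: potency means the concentration at half of the fitted maximal effect; 100% = response of the positive control SU9516; nearly all actives have a fitted effect of over 60% in size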
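alpha7betagal+/- myoblasts (passage 13, 250/well) treated 48 h at 37C with compounds at 1:260 dilution of DMSO stock. Lysed, then beta-galactosidase activity read as FDG fluorescence (ex 480/em 540) after 30 min, with pre-read for autofluorescence.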
* = called active by the depositor; u = inconclusive; x = no result given; [ ] = another dose, or the depositor's remark. Unless noted, the call rests on the fitted dose curve; in most records, active means well fitted curve in the direction sought with a large enough effect; inconclusive means small, poorly fitted or top-dose-only effect, or another doubt; inactive means no such curve, though single readings can be large; an effect the other way counts as inactive or inconclusive. Rows were taken by chance; about 3.2% have a hit in one of these screens.

Molecule	TCR act	AT treatment	ASM inhibitor	PTAP TSG101 blk	Chronic BCR inh	Tb PFK inh	TSHR antagonist	ELG1 repair inh	Eya2 phos inh	Mito fusion yeast	Integrin act MD
O=C(NC1CC1)c1cc2ccccc2o1	6%	9%	1%	1%	0%	12%	-11	11%	-1%	-1%	-12%
NC(=O)C[n+]1cccc2ccccc21	0%	4%	4%	-18%	-3%	3%	-1	-1%	13%	-3%	4%
Cc1ccc(-c2nnc(SCC(=O)N(CC(C)C)c3c(N)n(Cc4ccccc4)c(=O)[nH]c3=O)n2N)cc1	-3%	7%	6%	x	-1%	1%	-13	-12%	1%	-1%	16%
CCCC1Cc2c(sc3ncnc(N)c23)CO1 (stereo not drawn)	-3%	x	5%	-10%	0%	0%	6	-23%	-3%	1%	-11%
Cc1cccc[n+]1CC(=O)Nc1ccc([N+](=O)[O-])cc1Cl	-1%	-2%	8%	-6%	-5%	-5%	4	-11%	u	-7%	8%
Cc1nc(-c2ccc(NC(=O)C(C)(C)C)cc2)c(-c2ccccc2)o1	5%	-18%	-5%	-1%	u	-3%	-2	u	3%	19%	-15%
CC(/C=C1\SC(=S)N(CC(=O)N2CCN(c3ccccc3)CC2)C1=O)=C\c1ccccc1	5%	3%	0%	1%	u	0%	19	-2%	4%	0%	-10%
COc1ccc(N2C(=O)CC(Nc3cccc([N+](=O)[O-])c3)C2=O)cc1 (stereo not drawn)	4%	2%	-1%	-3%	-1%	0%	1	0%	5%	1%	-2%
CCOc1ccc(NCC(=O)c2ccc(C)cc2)cc1	2%	-4%	-3%	-2%	-7%	-3%	12	3%	1%	-1%	0%
CC1CCCN(C(=O)COC(=O)C2CCN(S(=O)(=O)c3ccc4c(c3)OCCO4)CC2)C1 (stereo not drawn)	-4%	0%	5%	0%	4%	6%	x	2%	-11%	-18%	-17%
O=c1c(F)cn(C2CCCO2)c(=O)n1Cc1c(F)cccc1Cl (stereo not drawn)	0%	9%	3%	-2%	4%	-4%	-5	11%	17%	6%	21%
O=C(NCC(c1cccs1)N1CCOCC1)c1ccccc1NS(=O)(=O)c1ccc(Cl)c([N+](=O)[O-])c1 (stereo not drawn)	3%	-5%	-5%	-1%	u	0%	-24	u	7%	-8%	-19%
COc1ccc(-n2nnc3c(=O)n(CC(=O)N4CCC(Cc5ccccc5)CC4)cnc32)cc1	4%	-1%	-7%	-3%	-1%	-2%	6	-8%	-6%	6%	-1%
Cc1cc2c(cc1S(=O)(=O)NCc1ccccc1)OCC(=O)N2	2%	-10%	-5%	-3%	u	-5%	15	-2%	6%	-2%	-5%
COc1cc(/C=N/N2C(=O)c3ccccc3C2=O)ccc1O	24%[46.1 µM]	-5%	0%	-3%	-1%	-5%	16	4%	-1%	-8%	23%
Cc1ccc2sc(N(CCN(C)C)C(=O)c3ccc4ccccc4c3)nc2c1C	1%	-5%	0%	2%	0%	-11%	7	u	2%	-4%	1%
O=C(O)CC1C(=O)NCCN1Cc1ccc(F)c(F)c1 (stereo not drawn)	1%[46.1 µM]	5%	-2%	-5%	1%	0%	20	10%	-5%	19%	19%
Cc1cc(N)nc2nc(C(F)(F)F)nn12	-2%	3%	6%	3%	u	-2%	30	-4%	-7%	-2%	-24%
CC(C)(Oc1ccc(Cl)cc1)C(=O)NCC1CCCO1 (stereo not drawn)	1%	3%	-2%	0%	-2%	0%	-1	6%	15%	-7%	21%
Cc1cc(C)cc(SCc2noc(C(=O)NCc3ccccc3)c2C(=O)NCc2ccccc2)c1	4%	u	-8%	1%	-1%	-13%	10	-4%	3%	6%	13%
CCOC(=O)CSc1ncc(-c2ccccc2)nn1	-7%	3%	-1%	-4%	u	3%	9	-1%	-23%	3%	11%[7.66 µM]
Cc1cc(NC(=O)CSc2nnc(C3COc4ccccc4O3)n2N)no1 (stereo not drawn)	7%	5%	-1%	-3%	u	-5%	2	u	2%	0%	-30%
CC(C)c1ccc(C2NC(=S)NC3=C2C(=O)CC(C)(C)C3)cc1 (stereo not drawn)	-6%[46.1 µM]	-4%	3%	-2%	-7%	-2%	-6	5%	-6%	-7%	-12%
O=C(COC(=O)Cn1cnc2ccccc21)Nc1cc2c(cc1Cl)C(=O)c1ccccc1C2=O	-1%	0%	-10%	-4%	7%	-1%	-1	u	-6%	4%	-10%
CCOC(=O)CC(=O)CSc1ncnc2c1nnn2-c1ccccc1	-4%	2%	-5%	-4%	-2%	-4%	-4	u	-4%	1%	28%
CC(=O)Nc1ccc(NC(=O)CSC2=NS(=O)(=O)c3cc(F)ccc3N2)cc1	3%	5%	2%	-6%	u	0%	3	45%	4%	7%	40%
COc1ccc(-c2noc(CCCc3ccccc3)n2)cc1OC	0%	2%	-2%	-2%	-1%	-14%	-11	7%	1%	-7%	0%
CN(C)/C=N/c1c(C#N)cnn1-c1ccccc1	-19%	-1%	2%	-3%	4%	-5%	-3	-1%	11%	3%	22%
CCCCCOc1ccc(NC(=O)C2OC3OC(C)(C)OC3C3OC(C)(C)OC23)cc1 (stereo not drawn)	2%[46.1 µM]	9%	3%	0%	-6%	-4%	66	13%	-10%	-8%	-8%
COCCNC(=O)c1cccc(OC2CCN(Cc3ccc(F)c(OC)c3)CC2)c1	-1%	2%	-1%	-4%	2%	-2%	-2	-14%	u	-3%	17%
COc1ccc(CNC(=O)C(c2ccco2)N(Cc2cccs2)C(=O)Cc2cccs2)cc1 (stereo not drawn)	1%	-7%	-5%	-8%	u	-1%	59	15µM*	0%	0%	-2%
CCN(CC)c1ccc(C(=O)n2cnc3ccccc32)cc1	4%	23%	8%	2%	u	-2%	-32	u	-3%	7%	18%
Cc1cc(C)nc(SCc2cc(=O)c(OC(=O)c3ccc(Br)o3)co2)n1	-5%[46.1 µM]	-3%	4%	-6%	u	0%	-6	-19%	-2%	1%	15%
COc1ccc(S(=O)(=O)N2CCN(CC(=O)Nc3c(C)n[nH]c3C)CC2)cc1OC	-18%	-2%	-1%	0%	3%	1%	18	-6%	-30%	x	-4%
Cc1ccc(NC2CCCN(C(=O)Cc3nonc3C)C2)cc1C (stereo not drawn)	2%	-3%	2%	-7%	9%	-8%	-2	19%	5%	-7%	9%
CCN(C(=O)COC(=O)CNC(=O)c1ccccc1C)C1=CCCCC1	x	-2%	0%	1%	3%	4%	20	-7%	-1%	1%	26%
COc1ccc(CCNC(=O)C2CCN(S(=O)(=O)c3ccc4c(c3)oc(=O)n4C)CC2)cc1OC	2%	5%	0%	-1%	-1%	3%	2	9%	5%	-5%	-3%
C=CCN1C(=O)CN=C1NCc1ccccc1	4%	8%	4%	-7%	0%	-2%	-2	0%	3%	-3%	25%
COc1ccc(CCC(=O)NCCS(=O)(=O)N2CCN(c3ccccc3OC)CC2)cc1	3%	6%	-1%	-6%	1%	7%	-35	u	0%	3%	-15%
